# PAFAH1B3 inh = PAFAH1B3 enzyme inhibitors, primary screen, biochemical, fluorescence polarization, human. recombinant PAFAH1B3, FP-rhodamine probe. inhibition, % at 3.39 µM. 340,000 tested, 0.28% active;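 active = inhibition above the screen-wide average of all tested compounds plus 3 SD, cut at about 25% in these data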;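 also: 0% = enzyme with DMSO only and 100% = wells lacking PAFAH1B3 protein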
# Target sequence (Q15102 whole entry, looked up): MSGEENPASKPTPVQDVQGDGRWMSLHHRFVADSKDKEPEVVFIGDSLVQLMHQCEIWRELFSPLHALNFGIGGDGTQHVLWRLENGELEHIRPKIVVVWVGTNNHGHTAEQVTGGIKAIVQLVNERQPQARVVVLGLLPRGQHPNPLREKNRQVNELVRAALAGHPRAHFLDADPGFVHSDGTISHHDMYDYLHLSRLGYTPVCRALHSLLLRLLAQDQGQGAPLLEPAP
# GSTO1 counter = inhibitors of recombinant GSTO1, primary screen, counter-screen for RBBP9 inhibitor project, biochemical, fluorescence polarization; 300,000 tested, 1.1% active; activity-based probe fluorescence polarization; Glutathione S-transferase omega-1 (Homo sapiens), P78417; inhibition, % at 5.96 µM;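 active = inhibition above the campaign mean inhibition plus 3 SD, cut at about 35% in these data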;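 also: 0% = GSTO1-1 with DMSO and 100% = wells lacking GSTO1-1 enzyme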
# Target sequence (P78417 whole entry, looked up): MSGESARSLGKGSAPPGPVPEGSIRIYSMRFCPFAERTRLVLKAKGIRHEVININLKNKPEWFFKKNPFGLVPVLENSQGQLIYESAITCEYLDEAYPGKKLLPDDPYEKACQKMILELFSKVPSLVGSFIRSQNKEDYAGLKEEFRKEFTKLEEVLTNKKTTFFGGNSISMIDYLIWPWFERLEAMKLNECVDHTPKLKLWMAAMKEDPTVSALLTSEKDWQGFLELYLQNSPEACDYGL
# PAD4 inh = human PAD4 inhibitors, primary screen, biochemical, fluorescence polarization, 1536-well format; 330,000 tested, 0.41% active; inhibition, % at 6.36 µM; recombinant PAD4, RCA probe fluorescence polarization;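 active = percent inhibition above a cutoff equal to the mean of all tested compounds plus 3 SD, cut at about 15% in these data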;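 also: 0% = PAD4 with RCA probe and DMSO and 100% = probe without PAD4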
# PAFAH2 FP inh = PAFAH2 enzyme inhibitors, primary screen, biochemical, fluorescence polarization, human | inhibition, % at 3.39 µM | Platelet-activating factor acetylhydrolase 2, cytoplasmic (Homo sapiens), Q99487 | 340,000 tested, 0.99% active | recombinant PAFAH2, FP-rhodamine activity probe;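 active = inhibition above the mean over all tested compounds plus 3 SD, cut at about 30% in these data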;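 also: inhibitors block probe labeling of enzyme so polarization drops; 0% = enzyme with DMSO and 100% = wells lacking PAFAH2 protein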
# PREPL inh = PREPL enzyme inhibitors, primary screen, biochemical, fluorescence polarization; 320,000 tested, 0.68% active; recombinant PREPL, fluorescence polarization activity-based probe; Prolyl endopeptidase-like (Homo sapiens), Q4J6C6; AID 2751, 2010; inhibition, % at 5.96 µM; in the data active = inhibition above about 43%;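 also: 0% = enzyme with DMSO and 100% = wells lacking enzyme; many of its hits are not listed in these tables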
# PAFAH1B2 inh = PAFAH1B2 enzyme inhibitors, primary screen, biochemical, fluorescence polarization, human | recombinant PAFAH1B2, FP-rhodamine activity probe | inhibition, % at 3.39 µM | Platelet-activating factor acetylhydrolase IB subunit alpha2 (Homo sapiens), P68402 | 340,000 tested, 1.2% active;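 active = inhibition above the mean of all tested compounds plus 3 SD, cut at about 24% in these data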;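 also: 0% = enzyme with DMSO and 100% = wells lacking PAFAH1B2; many of its hits are not listed in these tables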
# LYPLA1 counter = LYPLA1 inhibitors, primary screen, counter-screen for PME1 inhibitor project, biochemical, fluorescence polarization, FP-Rh probe ABPP; Acyl-protein thioesterase 1 (Homo sapiens), O75608; 320,000 tested, 0.16% active; inhibition, % at 5.9 µM; recombinant LYPLA1;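 active = inhibition above the mean of all tested compounds plus 3 SD, set per campaign, cut at about 14% in these data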;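 also: inhibitors block serine hydrolase probe labeling of LYPLA1 so polarization falls; 0% = enzyme with DMSO and 100% = wells lacking LYPLA1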
# Target sequence (O75608 whole entry, looked up): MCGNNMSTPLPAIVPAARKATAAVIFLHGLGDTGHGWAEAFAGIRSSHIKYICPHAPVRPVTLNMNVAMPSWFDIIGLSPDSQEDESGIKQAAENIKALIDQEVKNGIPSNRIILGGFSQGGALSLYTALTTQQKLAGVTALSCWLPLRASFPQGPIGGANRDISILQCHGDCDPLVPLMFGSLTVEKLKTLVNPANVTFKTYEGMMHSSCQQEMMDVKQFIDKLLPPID
# pPAFAH FP inh = pPAFAH enzyme inhibitors, primary screen, biochemical, fluorescence polarization, human. 330,000 tested, 1.5% active. inhibition, % at 3.39 µM. recombinant pPAFAH, FP-rhodamine probe fluorescence polarization. AID 463082, 2010;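 active = inhibition above the mean inhibition across the screen plus 3 SD, cut at about 25% in these data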;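 also: inhibitors block binding of the rhodamine activity-based probe so polarization drops; 0% = enzyme with DMSO and 100% = wells lacking pPAFAH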
# LYPLA2 counter = LYPLA2 inhibitors, primary screen, counter-screen for PME1 inhibitor project, biochemical, fluorescence polarization, FP-Rh probe ABPP; Acyl-protein thioesterase 2 (Homo sapiens), O95372; 320,000 tested, 0.38% active; recombinant LYPLA2; inhibition, % at 5.9 µM;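 active = inhibition above the screen-wide mean plus 3 SD, limit set per campaign, cut at about 26% in these data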;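 also: 0% = LYPLA2 with DMSO and 100% = wells lacking LYPLA2 enzyme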
# Target sequence (O95372 whole entry, looked up): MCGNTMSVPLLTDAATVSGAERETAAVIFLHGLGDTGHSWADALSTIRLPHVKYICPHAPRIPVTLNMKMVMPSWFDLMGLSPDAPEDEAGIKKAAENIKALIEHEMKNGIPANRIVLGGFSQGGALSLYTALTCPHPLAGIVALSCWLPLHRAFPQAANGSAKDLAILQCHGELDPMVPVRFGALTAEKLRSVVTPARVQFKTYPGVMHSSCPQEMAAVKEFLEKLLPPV
# Starred values were filed as active, the others as inactive; . = not tested or not shown.
no.	SMILES	PAFAH1B3 inh	GSTO1 counter	PAD4 inh	PAFAH2 FP inh	PREPL inh	PAFAH1B2 inh	LYPLA1 counter	pPAFAH FP inh	LYPLA2 counter
1	CN(C(=O)CSc1nc(-c2ccc(C(C)(C)C)cc2)c(C#N)c(=O)[nH]1)C1CCCCC1	3	-34	3	6	-6	31*	-8	18	-1
2	Nc1c(C(=O)Nc2ccc(S(=O)(=O)N3CCCC3)cc2)sc2nc3ccc(OC(F)(F)F)cc3cc12	-6	-14	-9	-16	1	1	-19	1	-39
3	CCN(CC)S(=O)(=O)c1ccc(OC)c(NC(=O)Cc2cccs2)c1	2	19	-7	16	-14	3	-5	23	-2
4	O=C1CC(c2ccccc2)CN1S(=O)(=O)c1ccccc1 (configuration not stated)	9	-10	-2	6	-20	7	1	-1	-7
5	O=C(C1=C(O)C(=O)N(CCCN2CCOCC2)C1c1ccccn1)c1cc2ccccc2o1 (configuration not stated)	5	2	-3	1	20	-3	-3	-1	0
6	COc1ccc(Cn2cccc(NC(=O)Nc3ccc(F)cc3)c2=O)cc1	-5	3	-3	3	14	7	-1	7	17
7	Oc1ccccc1OCc1nc2ccccc2s1	5	4	1	-1	-23	0	-1	3	5
8	O=C(Nc1ncc(Cc2ccc(SC(F)F)cc2)s1)c1ccccc1	5	0	-3	-9	-22	2	-2	3	-8
9	CS(=O)(=O)CCC(C(=O)n1nnc2ccccc21)N1C(=O)c2ccccc2C1=O (configuration not stated)	9	-4	-1	9	1	-1	1	4	2
10	Cc1nc(-c2ccc(C(=O)O)cc2)cs1	4	-2	-1	3	0	-2	2	-1	4
11	CCOc1ccc(CCNC(=O)CCS(=O)(=O)c2ccc(C)cc2)cc1OCC	2	3	-1	0	12	2	3	1	11
12	CCOC(=O)c1cn(Cc2ccc(Br)cc2)nn1	4	3	1	-2	-2	10	1	0	-2
13	C/C(=N/NS(=O)(=O)c1ccc(Cl)cc1)c1cccc(NC(=O)c2ccc(Cl)cc2Cl)c1	12	-41	-4	9	14	-6	-15	25*	-20
14	Cc1nn(Cc2ccccc2)c(Cl)c1C(=O)NCc1ccc(C)n1C	3	9	-6	11	6	3	-2	5	-9
15	CCOc1ccc(-c2nc(CS(=O)(=O)CC(=O)NCc3ccc(F)cc3)c(C)o2)cc1	0	-4	-2	0	-13	5	0	8	2
16	COc1cccc(CN(C)c2nc(-c3cccs3)nc3ccccc23)c1	0	3	-3	-6	-6	-3	-7	-3	-8
17	CCCCc1ccc(/C=C2\C(=O)ON=C2c2ccccc2)s1	-1	0	3	-4	13	4	4	1	8
18	CCOc1ccc2nc(SCC(=O)c3cccs3)sc2c1	6	-4	-4	-9	-8	-4	-5	10	-1
19	CCN1CCN(C(=S)c2ccc(OCC(=O)NCc3ccccc3)cc2)CC1	9	0	-1	-5	-3	2	2	1	0
20	CCN1CCN(c2nc(Nc3cc(OC)ccc3OC)nc(Nc3cc(OC)ccc3OC)n2)CC1	10	1	-2	13	2	12	2	5	-3
21	O=C(O)c1ccccc1NC(=O)C(Cc1ccccc1)N1C(=O)c2ccccc2C1=O (configuration not stated)	-3	-30	-1	8	-7	-1	-5	7	4
22	Cc1ccc(C)c(-c2csc(NC(=O)C3=COCCO3)n2)c1	6	-12	3	3	18	2	-2	17	3
23	COc1ccccc1C(=O)NC(CCSC)C(=O)NC1CCCCCC1 (configuration not stated)	3	2	-1	2	-6	2	-2	5	6
24	O=C(COC(=O)Cn1cnc2ccccc21)NCc1ccc(F)cc1	3	11	-6	1	10	6	-4	0	-11
25	COc1cccc(/C=C2\SC(=S)N(C(C)C(=O)NC3C=CS(=O)(=O)C3)C2=O)c1 (configuration not stated)	0	0	-12	1	-3	-1	0	4	1
26	Cc1ccc(CNC(=O)CN(c2ccc(C(C)C)cc2)S(=O)(=O)c2c(C)noc2C)cc1	-2	-1	-1	-2	-12	2	0	0	2
27	CC(=O)N1CCN(c2ccc(NC(=O)/C=C/c3ccccc3)cc2)CC1	2	-2	-7	-5	10	3	0	9	-7
28	Cc1cccc(NC(=O)CSc2nc3ccccc3c3nc(CCc4c(C)n[nH]c4C)nn23)c1	-9	3	-3	-4	-9	-5	-6	-4	-10
29	CCOC(=O)C1(CCOc2ccccc2)CCN(Cc2ccc(OC)c(COC)c2)CC1	7	-3	-7	3	-34	1	-3	-4	3
30	Cc1ccc(Oc2ccc(-c3nc(N)nc(N)n3)cc2)cc1	5	-5	5	-4	-3	-1	1	18	7
31	Cc1cc(C)cc(N2CCCC2=O)c1	-1	-6	-2	-6	-8	5	-1	4	-8
32	CS(=O)(=O)N1CCc2cc(NC(=O)c3ccc(Cl)cc3Cl)ccc21	-4	-5	1	3	11	6	0	3	1
33	COc1ccc(CCNC(=O)NC(C(F)(F)F)C(F)(F)F)cc1OC	12	-2	2	5	-1	5	1	4	2
34	O=C(Cc1ccc(S(=O)(=O)N2CCOCC2)s1)NNC(=O)c1ccccc1Cl	4	.	-4	12	0	-5	-3	-6	-3
35	CCN1C(=O)CSc2ccc(C(=O)NCc3ccc(OC)cc3)cc21	0	4	3	0	-4	5	0	5	4
36	CCOC(=O)C1CCN(S(=O)(=O)c2ccc(-n3cnnn3)c(C)c2)CC1	12	8	-3	1	-2	-4	1	1	4
37	COc1ccc([C@H]2CC(=O)C=C(c3cc4ccccc4c4ccccc34)C2)cc1	-7	.	3	-2	0	-1	-2	2	-2
38	Nn1c(SCC(=O)Nc2ccccc2Br)nnc1-c1ccco1	1	0	-2	-6	-2	3	4	0	7
39	COc1ccc(-c2oc3ncnc(NCCCN4CCOCC4)c3c2-c2ccc(OC)cc2)cc1	3	1	-7	4	30	2	9	7	8
40	CN(c1ncc(C(F)(F)F)cc1Cl)N1C(=O)C2ONC3(C(=O)CC(C)(C)CC3=O)C2C1=O (configuration not stated)	7	4	-16	10	-3	4	-3	4	-4

# Values in list order from the list:
# Entries 33–36 in LYPLA1 counter: 1, -3, 0, 1

# (list continues)
no.	SMILES	PAFAH1B3 inh	GSTO1 counter	PAD4 inh	PAFAH2 FP inh	PREPL inh	PAFAH1B2 inh	LYPLA1 counter	pPAFAH FP inh	LYPLA2 counter
41	COc1ccc(CN=C(N)N=C(N)N)cc1Cl	0	2	1	3	-5	5	-5	5	2
42	O=C(NCC1COc2ccccc2O1)C1CCN(S(=O)(=O)c2ccc(Cl)cc2)CC1 (configuration not stated)	2	.	-1	-4	-17	29*	-3	4	1
43	CCCCOc1ccc(C(=O)NCCc2cccs2)cc1	-2	4	2	1	-4	3	4	7	16
44	CC1(C)CC(=O)C(/C=N/n2c(C(F)(F)F)nc3ccccc3c2=O)=C(O)C1	4	5	-2	8	9	3	0	0	-3
45	O=C(Nc1ccc(NC(=O)c2ccco2)cc1)c1ccc2c(c1)OCO2	-6	-10	-5	-21	-6	-8	-22	-8	-34
46	O=C(COC(=O)COc1ccc(Cl)cc1)NC1CCCCC1	-8	4	3	-2	1	3	2	17	3
47	CCN(CC(=O)Nc1ccccc1C(F)(F)F)C(=O)CCOc1ccc(C)cc1	8	3	-1	12	5	-1	1	4	5
48	CCOC(=O)N1CCN(C(=O)c2cn(C)c(=O)c3c2c2ccccc2n3C)CC1	9	-6	-7	-4	3	-6	1	1	3

# Reprinted from the entries so far, eleven compounds:
no.	SMILES	PAFAH1B3 inh	GSTO1 counter	PAD4 inh	PAFAH2 FP inh	PREPL inh	PAFAH1B2 inh	LYPLA1 counter	pPAFAH FP inh	LYPLA2 counter
38	Nn1c(SCC(=O)Nc2ccccc2Br)nnc1-c1ccco1	1	0	-2	-6	-2	3	4	0	7
39	COc1ccc(-c2oc3ncnc(NCCCN4CCOCC4)c3c2-c2ccc(OC)cc2)cc1	3	1	-7	4	30	2	9	7	8
40	CN(c1ncc(C(F)(F)F)cc1Cl)N1C(=O)C2ONC3(C(=O)CC(C)(C)CC3=O)C2C1=O (configuration not stated)	7	4	-16	10	-3	4	-3	4	-4
41	COc1ccc(CN=C(N)N=C(N)N)cc1Cl	0	2	1	3	-5	5	-5	5	2
42	O=C(NCC1COc2ccccc2O1)C1CCN(S(=O)(=O)c2ccc(Cl)cc2)CC1 (configuration not stated)	2	.	-1	-4	-17	29*	-3	4	1
43	CCCCOc1ccc(C(=O)NCCc2cccs2)cc1	-2	4	2	1	-4	3	4	7	16
44	CC1(C)CC(=O)C(/C=N/n2c(C(F)(F)F)nc3ccccc3c2=O)=C(O)C1	4	5	-2	8	9	3	0	0	-3
45	O=C(Nc1ccc(NC(=O)c2ccco2)cc1)c1ccc2c(c1)OCO2	-6	-10	-5	-21	-6	-8	-22	-8	-34
46	O=C(COC(=O)COc1ccc(Cl)cc1)NC1CCCCC1	-8	4	3	-2	1	3	2	17	3
47	CCN(CC(=O)Nc1ccccc1C(F)(F)F)C(=O)CCOc1ccc(C)cc1	8	3	-1	12	5	-1	1	4	5
48	CCOC(=O)N1CCN(C(=O)c2cn(C)c(=O)c3c2c2ccccc2n3C)CC1	9	-6	-7	-4	3	-6	1	1	3

# Going on with the list:
no.	SMILES	PAFAH1B3 inh	GSTO1 counter	PAD4 inh	PAFAH2 FP inh	PREPL inh	PAFAH1B2 inh	LYPLA1 counter	pPAFAH FP inh	LYPLA2 counter
49	c1cnc(SCCOc2cccc3ccccc23)nc1	-3	-11	4	-4	-10	5	1	5	9
50	CCC(=O)NC1=C(C#N)C2(CCCC2)Cc2ccccc21	6	-2	-2	2	1	19	0	1	0
51	N#CC1=C(N)OC2=C(C(=O)CCC2)C1c1ccoc1 (configuration not stated)	.	11	2	.	-3	.	-2	1	-3
52	CCOc1ccc2nc3ccc4[nH]onc4c3c2c1	-6	-8	-6	-19	12	-8	-6	-6	-5
53	CCN(C(=O)CSc1nnc(Nc2cccc(C)c2C)s1)C1CCS(=O)(=O)C1 (configuration not stated)	2	2	3	-4	21	6	-1	4	-1
54	CNc1nnc(-c2ccc(C)cc2)c2ccccc12	12	3	-5	2	-3	6	-2	0	0
55	O=C(COC(=O)c1c(F)cccc1Cl)NC(=O)Nc1ccc2c(c1)OCCO2	9	.	-2	3	3	0	-3	1	-10
56	Cc1ccc(/C=C2\S/C(=N/S(=O)(=O)c3cccs3)NC2=O)cc1	3	-45	-2	-2	-12	5	-5	-8	-3
57	CCN(CC(=O)NC(C)(C)C)C(=O)C(c1ccccc1)c1ccccc1	10	1	-1	-8	-6	5	2	-6	1
58	COC(=O)c1ccc(SCC(=O)NC2CCCC2)c([N+](=O)[O-])c1	-1	1	1	-7	11	1	2	4	8
59	CC1(C)CC(=O)C(CS(=O)(=O)c2ccccc2)=C(Cl)C1	1	11	-3	4	-5	4	-5	2	-1
60	Cc1ccc(NC(=O)C(=Cc2ccc(C(=O)O)cc2)C(=O)Nc2ccc(C)cc2C)c(C)c1	8	-35	0	-2	-2	6	-2	3	4

# From PubChem BioAssay

# Some of the compounds tested; the hit share may differ from the screen's.
